Pf growth 96h: Primary qHTS for delayed death inhibitors of the malarial parasite plastid, 96 hour incubation. Potency, µM (doses to about 28.7 µM), inactives show at the highest dose activity change, negative = inhibition, actives largely listed as inhibitors. P. falciparum luciferase reporter growth, 96 h. 320,000 tested, 6.9% active; further: potency means the concentration at half of the fitted maximal effect; on the % scale 0 is the no-effect control and ±100 the full control effect
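Plates of compound plus infected erythrocytes (2% hematocrit, 0.05% parasitemia final) incubate 96 hours, 37 C, 5% CO2. Detection reagent added; reduced luminescence from the parasites' luciferase reporter flags inhibition.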
Pf growth 48h: Primary qHTS for delayed death inhibitors of the malarial parasite plastid, 48 hour incubation; P. falciparum luciferase growth in erythrocytes, 48 h; Potency, µM (series often up to 28.7 µM), inactives show at the top dose activity change, negative = inhibition, usual class: inhibitors; 310,000 tested, 5.9% active; AID 504832, 2011; further: potency means the concentration at half of the fitted maximal effect; on the % scale 0 is the no-effect control and ±100 the full control effect
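Erythrocytes infected with P. falciparum carrying an integrated firefly luciferase reporter (2% hematocrit, 0.1% parasitemia final) were exposed to compounds in RPMI 1640 with 0.5% Albumax at 37 C, 5% CO2. Growth inhibition was scored as reduced luminescence.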
Shiga toxin inh: A qHTS for Small Molecule Inhibitors of Shiga Toxin | Vero cells, Shiga toxin protein synthesis inhibition reporter | inhibition, % at 38.7 µM | 290,000 tested, 9.2% active | AID 2315, 2010; in the data active means inhibition mostly above about 28%, no sharp cut-off; inactive means mostly below about 43%; further: 0% is about no effect
Cycloheximide cs: Cycloheximide Counterscreen for Small Molecule Inhibitors of Shiga Toxin. cell reporter, cycloheximide protein synthesis inhibition counterscreen. max response, %. 300,000 tested, 12% active; in the data active means max response mostly above about 13%, no sharp cut-off; inactive means mostly below about 14%; further: read at 38.3 µM for the half of the compounds with a filed dose; 0% is about no effect
Sm TGR block: qHTS Assay for the Inhibitors of Schistosoma Mansoni Peroxiredoxins; AID 485364, 2010; Potency, µM (titrated, usually from 114 µM), inactives show top-dose activity change, negative = inhibition, usual class: inhibitors; 360,000 tested, 3% active; purified TGR, DTNB reduction, TNB absorbance 405 nm; Schistosoma mansoni thioredoxin glutathione reductase (TGR), Q962Y6; further: potency means the concentration at half of the fitted maximal effect; on the % scale 0 is the no-effect control and ±100 the full control effect; nearly all actives have a fitted effect of over 60% in size
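TGR 20 nM + NADPH 100 uM (dispensed conc.), cpd preinc 15 min RT; start with NADPH (500 uM addition) then DTNB (15 mM addition). Kinetic TNB absorbance, 405 nm filter. Four-parameter Hill fit across titration.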
Giardia FBPA inh: qHTS Assay for Inhibitors of Fructose-1,6-bisphosphate Aldolase from Giardia Lamblia. A8B2U2. purified Giardia FBPA. Potency, µM (series often up to 59.6 µM), inactives show top-dose activity, negative = inhibition, hits mostly inhibitors. 290,000 tested, 0.71% active. AID 2451, 2010; further: potency means the concentration at half of the fitted maximal effect; on the % scale 0 is the no-effect control and ±100 the full control effect; nearly all actives have a fitted effect of over 55% in size
Target sequence (A8B2U2 whole entry, looked up): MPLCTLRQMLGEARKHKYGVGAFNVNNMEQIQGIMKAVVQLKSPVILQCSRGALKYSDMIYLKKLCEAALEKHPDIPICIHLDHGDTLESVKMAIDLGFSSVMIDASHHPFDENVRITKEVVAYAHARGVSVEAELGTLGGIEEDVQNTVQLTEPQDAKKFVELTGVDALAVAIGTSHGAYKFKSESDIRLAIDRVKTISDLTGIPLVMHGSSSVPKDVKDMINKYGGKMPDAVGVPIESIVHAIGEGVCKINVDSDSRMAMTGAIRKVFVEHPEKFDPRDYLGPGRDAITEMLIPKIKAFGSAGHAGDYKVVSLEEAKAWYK
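Giardia FBPA (40 nM reagent) was preincubated 10 min at RT with compound (up to 57.5 uM final), then substrate plus GAPDH/TPI/NAD/arsenate coupling system with diaphorase/resazurin was added; resorufin fluorescence (525/598 nm) was read after 20 min.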
* hit, by the source's call; ? = inconclusive; · = no result given; & = joins results of further samples; [ ] = dose if it differs, or a comment. Unless noted, the call rests on the fitted dose curve; in most records, active means well fitted curve in the direction sought with a large enough effect; inconclusive means small, poorly fitted or top-dose-only effect, or another doubt; inactive means no such curve, though single readings can be large; an effect the other way counts as inactive or inconclusive. This is a random part of the collection. Share with any hit: about 24%.

Start of the listing, in advance:
SMILES	Pf growth 96h	Pf growth 48h	Shiga toxin inh	Cycloheximide cs	Sm TGR block	Giardia FBPA inh
N#C/C(N)=C(/N)C#N	?	-8%	·	·	0%	·
CC1CCCN(S(=O)(=O)c2ccc(NC(=O)Cc3ccc(S(=O)(=O)N4CCOCC4)s3)cc2)C1 (configuration not stated)	7.4µM*	?	·	·	-13%	·
COc1ccc(/C=C2\SC(=S)N(NS(=O)(=O)c3ccc(C)cc3)C2=O)c(OC)c1	-5%	-28%	9	5	11%	?
Cc1ccc(-c2csc3ncnc(Nc4ccc(C(=O)O)cc4)c23)cc1	?	-11%	-10	-2	6%&-5%	25%
CCOC(=O)C1CCN(C(=O)NC23CC4CC(CC(C4)C2)C3)CC1	·	8%	-5	7	5%	-1%
CCOC(=O)c1c(CN2CCCCC2)n(C)c2cc(Br)c(O)c(CN(C)C)c12	12µM*	·	13	-2	-21%	-11%
S=c1[nH]c2ccccc2o1	3%	16%	83*	13*	·	-18%
CCc1cc(-c2n[nH]c(=S)n2C(C)c2ccccc2)cs1 (configuration not stated)	1%[5.75 µM]	9%	4	13	-18%	16%
COc1ccc(OC)c(NC(=O)C2CCCN(S(=O)(=O)c3cccc4cccnc34)C2)c1 (configuration not stated)	-43%	·	-7	-3	7%	-6%
CCOC(=O)CN(C(=O)Cn1nnc(-c2ccc(C)cc2)n1)C(CC)C(=O)NC1CCCC1 (configuration not stated)	·	?	-9	-5	10%	0%
C[C@H](Nc1ccc(C(F)(F)F)cc1[N+](=O)[O-])C(=O)O	58%[activator]	57%[activator]	11	10	15%	7%
Cn1c(Cl)c(/C=N/OC(=O)c2ccccc2Cl)c2ccccc21	75%[activator]	29%	24	14*	-8%	-3%
Cc1cc(Cl)c(S(=O)(=O)Nc2ccc3c(c2)OCCO3)cc1OCC(N)=O	-21%	?	100*	41*	-5%	-2%
COc1ccc(C)cc1NC(=O)Nc1cccc(C)c1	?	0%	5	1	11%	-13%
COCCCNc1cc(C)nc2ccccc12	95%[activator]	2%	30	2	-2%	1%

The listing, from the start:
SMILES	Pf growth 96h	Pf growth 48h	Shiga toxin inh	Cycloheximide cs	Sm TGR block	Giardia FBPA inh
N#C/C(N)=C(/N)C#N	?	-8%	·	·	0%	·
CC1CCCN(S(=O)(=O)c2ccc(NC(=O)Cc3ccc(S(=O)(=O)N4CCOCC4)s3)cc2)C1 (configuration not stated)	7.4µM*	?	·	·	-13%	·
COc1ccc(/C=C2\SC(=S)N(NS(=O)(=O)c3ccc(C)cc3)C2=O)c(OC)c1	-5%	-28%	9	5	11%	?
Cc1ccc(-c2csc3ncnc(Nc4ccc(C(=O)O)cc4)c23)cc1	?	-11%	-10	-2	6%&-5%	25%
CCOC(=O)C1CCN(C(=O)NC23CC4CC(CC(C4)C2)C3)CC1	·	8%	-5	7	5%	-1%
CCOC(=O)c1c(CN2CCCCC2)n(C)c2cc(Br)c(O)c(CN(C)C)c12	12µM*	·	13	-2	-21%	-11%
S=c1[nH]c2ccccc2o1	3%	16%	83*	13*	·	-18%
CCc1cc(-c2n[nH]c(=S)n2C(C)c2ccccc2)cs1 (configuration not stated)	1%[5.75 µM]	9%	4	13	-18%	16%
COc1ccc(OC)c(NC(=O)C2CCCN(S(=O)(=O)c3cccc4cccnc34)C2)c1 (configuration not stated)	-43%	·	-7	-3	7%	-6%
CCOC(=O)CN(C(=O)Cn1nnc(-c2ccc(C)cc2)n1)C(CC)C(=O)NC1CCCC1 (configuration not stated)	·	?	-9	-5	10%	0%
C[C@H](Nc1ccc(C(F)(F)F)cc1[N+](=O)[O-])C(=O)O	58%[activator]	57%[activator]	11	10	15%	7%
Cn1c(Cl)c(/C=N/OC(=O)c2ccccc2Cl)c2ccccc21	75%[activator]	29%	24	14*	-8%	-3%
Cc1cc(Cl)c(S(=O)(=O)Nc2ccc3c(c2)OCCO3)cc1OCC(N)=O	-21%	?	100*	41*	-5%	-2%
COc1ccc(C)cc1NC(=O)Nc1cccc(C)c1	?	0%	5	1	11%	-13%
COCCCNc1cc(C)nc2ccccc12	95%[activator]	2%	30	2	-2%	1%
Cc1cccc(-n2c(-c3ccncc3)n[nH]c2=S)c1C	53%[1.15 µM]	2%	-11	-1	1%	-26%
O=C(Oc1coc(CSc2ncccn2)cc1=O)c1cccs1	?	-1%	22	16*	-11%	0%
CC(C)/C=C/C(=O)N1CCCC(N2CCN(c3ccccc3F)CC2)C1 (configuration not stated)	?	-2%	-7	-4	-24%	5%
Cc1cccc(OC(C)C(=O)N2CCc3ccccc3C2)c1 (configuration not stated)	?	0%	-13	-3	-3%	-5%
CCCN1C(=O)/C(=C/c2ccc(C)o2)NC1=S	?	-7%	30	16	6.3µM*	?
Cc1ccc2[nH]c(=O)c(C(c3nnnn3CCc3ccccc3)N3CCOCC3)cc2c1 (configuration not stated)	-7%	?	-9	-4	-27%	6%
CC1CN(C(=O)COC(=O)c2ccc(O)cc2)CC(C)O1 (configuration not stated)	16%	28%	-6	-1	2%	1%
O=C(COc1ccc(Cl)cc1)N1CCCCC1	·	25%	52*	34*	4%	-2%
CCNC(=O)COc1ccc(OCc2ccccc2)cc1	2%	17%	102*	32*	0%	1%
CC(C)c1c(C(=O)N/N=C/c2ccco2)nnn1-c1nonc1N	-24%	-7%	-3	6	-12%	·
COc1cccc(C(=O)O[C@H]2[C@H](C)NS(=O)(=O)[C@H]3C[C@@H]4C=C[C@]23O4)c1	30%[activator]	8%	·	·	-29%	·
Fc1ccccc1Cc1noc(CN2CCCC(CN3CCOCC3)C2)n1 (configuration not stated)	?	-1%	-5	-4	0%	4%
CC(=O)c1cccc(N(CC(=O)NC2CCCCC2)C(=O)c2csnn2)c1	-1%	19%	-3	-1	3%	3%
CN(Cc1ccc(Cl)cc1)C(=O)c1ccc(S(=O)(=O)NCc2ccco2)cc1	?	?	·	·	-24%	·
COC(=O)c1ccc(NC(=O)COC(=O)c2nc3nccc(C)n3n2)cc1	?	9%	-6	8	3%	-4%
CCn1cc(C(=O)NCC2CCCO2)c(=O)c2cc(F)c(N3CCN(C)CC3)cc21 (configuration not stated)	4%	8%	-16	1	-7%	-5%
O=C(Nc1cccc(F)c1)c1cc(S(=O)(=O)N2CCOCC2)cs1	-8%	0%	-4	-2	0%	-1%
O=C(C[n+]1ccccc1)N/N=C/c1c(F)cccc1Cl	41%[activator]	18%	16	5	13%	-12%
O=[N+]([O-])c1cccc(C=Nc2cccc3ccccc23)c1O	-2%	1%	-11	4	-3%	-23%
COc1ccc(Nc2nc3ccccc3n3cnnc23)cc1	·	-16%	-7	-2	3%	-2%
COc1ccc([C@H]2CC(=O)C=C(c3cccc(NC(C)=O)c3)C2)cc1	?	?	·	·	-19%	·
COc1cc(N)c(Cl)cc1C(=O)NC1CCN(Cc2ccccc2)CC1	?	?	·	·	·	4%
CCC(=O)N1CCc2cc(Br)cc(S(=O)(=O)NCCN3CCCC3)c21	28%	·	-9	-1	0%	-19%
Cc1ccc(C(=O)NNC2=NC(C)(C)Cc3ccccc32)cc1	-2%	-2%	-4	1	0%	-5%
N#C/C(=C/c1ccc(N2CCOCC2)o1)c1ccc(Br)cc1	5.2µM*	76%[activator]	109*	77*	2µM*	·

An excerpt from above in order of heavy-atom count, low to high:
SMILES	Pf growth 96h	Pf growth 48h	Shiga toxin inh	Cycloheximide cs	Sm TGR block	Giardia FBPA inh
O=C(Nc1cccc(F)c1)c1cc(S(=O)(=O)N2CCOCC2)cs1	-8%	0%	-4	-2	0%	-1%
COc1ccc([C@H]2CC(=O)C=C(c3cccc(NC(C)=O)c3)C2)cc1	?	?	·	·	-19%	·
CCn1cc(C(=O)NCC2CCCO2)c(=O)c2cc(F)c(N3CCN(C)CC3)cc21 (configuration not stated)	4%	8%	-16	1	-7%	-5%

Next section:
SMILES	Pf growth 96h	Pf growth 48h	Shiga toxin inh	Cycloheximide cs	Sm TGR block	Giardia FBPA inh
COc1ccc(F)cc1C(=O)C1CCCN(Cc2cnc(N3CCCC3)s2)C1 (configuration not stated)	-5%	-2%	-6	1	-9%	-11%
Cc1ccc(NC(=O)N2CCCC2C(=O)Nc2ccc(-n3cnnn3)c(C)c2)cc1 (configuration not stated)	2%	3%	-3	4	6%	2%
O=C(Nc1nc2ccsc2c(=O)s1)c1ccco1	27%	40%[activator]	97*	27*	-6%	0%
CCn1c(CCNC(=O)c2ccco2)nc2ccccc21	9.3µM*	-8%	-8	-4	-7%	-11%
Cc1ccc(S(=O)(=O)N2[C@@H](c3ccccc3)C(C(=O)O)=CC[C@H]2c2cccs2)cc1	41%[activator]	?	·	·	-7%	·
CC(=O)Oc1ccc(C(=O)O)cc1OC(C)=O	?	·	-21	4	3%	7%
Cc1ccnn1CCSCC(=O)O	-25%	·	-8	-2	-18%	?
C=CCN=C1NN=C(c2cc(C)n(CCOC)c2C)CS1	-74%	?	21	31	-29%	?
COc1cc2c(cc1OC)CN(C(=S)Nc1ccccc1)CC2	107%[activator]	18%	-15	-2	5%	3%
CCN(CC(=O)Nc1ccccc1C(F)(F)F)C(=O)c1cccc(N2C(=O)CCC2=O)c1	2%	-10%	·	·	3%	·
COc1ccc(C)cc1S(=O)(=O)Nc1cccnc1	6.6µM*	24%	9	2	1%	-4%
Cc1ccc(-n2nc(C)c3c(C)cc(=O)[nH]c32)cc1	·	63%[activator]	32	21*	2%	-24%
COC(=O)C1=CN(C2CC2)C=C(C(=O)OC)C1c1ccccc1OC	-12%	12µM*	-16	-3	-13%	2%
C[C@]12CCC3C(CCC4=CC(O)CC[C@@]43/C=N/O)C1(O)CCC2C1=CC(=O)OC1 (some centres not stated)	-13%	-11%	-12	-6	-3%	3%
CN1CCN(c2ccc([N+](=O)[O-])cc2C(=O)N2CCOCC2)CC1	49%[activator]	6%	36	2	6%	·
CCOC(=O)C1CCN(CC(O)COc2ccc(C(C)(C)CC)cc2)CC1 (configuration not stated)	-24%	?	-1	-1	0%	4%
O=C(NCCc1ccc(Cl)cc1)c1ccc2c(c1)OCO2	110%[activator]	135%[activator]	83*	43*	-20%	19%
CC(=O)Nc1ccc(NC(=O)CSc2ccc3nnc(CCNC(=O)c4ccccc4)n3n2)cc1	-6%	1%	-2	-1	2%	2%
COc1ccccc1N1C(=O)S/C(=C\c2cccs2)C1=O	-6%	5%	8	5	5%	8%
CCN1CCN(Cc2ccc(NC(=O)Nc3ccc(OC)cc3)cc2)CC1	-10%	?	42*	21*	-4%	5%
COc1ccc(C(=O)NCCc2nnc3ccc(SCC(=O)N4CCOCC4)nn23)cc1	2%	-14%	-6	-2	5%	-1%
O=C1[C@H]2[C@H]3[C@H](O)[C@H](O)C/C(=N\OC[C@@H](O)COCc4ccco4)[C@@H]3CC[C@H]2C(=O)N1c1ccc(F)cc1F	?	32%[activator]	-7	-2	-18%	1%
Cc1ccc(CNC(=O)C(Cc2ccccc2)NS(=O)(=O)c2cccs2)cc1 (configuration not stated)	·	-2%	-7	1	-13%	0%
COc1cc(C(=O)NCC(c2ccco2)N2CCCC2)ccc1OCc1ccccc1 (configuration not stated)	2.6µM*	?	·	·	6%	·
O=C(/C=C/c1ccc(Cl)cc1Cl)N(Cc1ccccc1)C1CCS(=O)(=O)C1 (configuration not stated)	-24%	4%	19	-2	-1%	-7%
CCC1CCCCN1C(=S)NC(=O)c1ccc(F)c(S(=O)(=O)N2CCOCC2)c1 (configuration not stated)	?	-10%	-8	9	-2%	?
CCn1c(SCC(=O)Nc2ccc(OC)c(OC)c2)nc2c(c1=O)SCC2	-5%	-13%	-26	18	0%	·
COCc1cc(C)n(CC(=O)Nc2cc(C)cc(C)c2)c(=O)c1C#N	7%	7%	-6	3	0%	-5%
